# SDO1 yeast rescue – compounds rescuing growth of sdo1-depleted yeast, bone marrow failure model; S. cerevisiae sdo1-depleted JHY4D growth rescue, OD600 30 h; hits give high values; pdr5 snq2 efflux-pump mutant strain; 140,000 tested, 0.21% active; z-score at 10 µM;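 active = z-score above 3 at both the 24 hr and the 30 hr optical density reads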;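 note: z-score against mean and SD of all compound wells on the same plate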
# INS promoter inh – TRM-6 insulin promoter activity inhibition. TRM-6 cells (human fetal islet line), insulin promoter-eGFP reporter, imaging; reporter expression induced with tamoxifen. inhibition, % at 2 µM. 130,000 tested, 0.9% active;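 active = inhibition above the mean plus 3 SD, with well images judged a real hit on visual review, cut at about 60% in these data, passing the limit was not always enough; inconclusive = inhibition over the cutoff but images rejected on review; inactive = inhibition not above the cutoff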
# SDO1 yeast rescue Rescue 24 h – recorded beside SDO1 yeast rescue, whose call it bears; z-score; S. cerevisiae sdo1-depleted JHY4D growth rescue, OD600; measured here: growth rescue at 24 h;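 0 is the plate mean of compound wells and units are plate SD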
# The depositor's hits bear a star; ? = inconclusive; . = not tested or not shown; [ ] = another dose, or the depositor's remark. Only part of the results is shown. The share of hits here may be higher or lower than overall.
compound | SDO1 yeast rescue | SDO1 yeast rescue Rescue 24 h | INS promoter inh
COc1ccc(CCNC(=O)CC(NC(=O)c2ccccc2Cl)c2ccccc2)cc1 (configuration not stated) | 0.52 | 0.85 | -1
Cc1cc(F)c(F)c(C(=O)N2CCOCC2)c1Cl | 1.3 | 1 | -19
Cc1cccn2c(=O)c3cc(C(=O)N(C)C)n(C)c3nc12 | -0.62 | -0.82 | .
COc1cc(/C=C2\C(=O)ON=C2c2ccccc2)cc(OC)c1OC | -0.18 | -0.36 | 3
O=C(NC12CC3CC(CC(C3)C1)C2)c1ccc(=O)oc1 | -0.24 | 0.27 | .
Cc1cccc(NC(=O)COc2ccc(Br)cc2C)n1 | -0.01 | 0.36 | 10
COc1cc(SC)ccc1C(=O)NCCOc1ccc(C)c(C)c1 | -1.3 | -0.63 | .
N=c1c(C(=O)NCc2ccco2)cc2c(=O)n3ccccc3nc2n1Cc1ccccc1 | 0.38 | 0.41 | 0
COCCN1Cc2cccc(C(=O)NCc3ccccc3OC)c2C1=O | -0.77 | -0.98 | -12
Cc1ccnc(N2CCC(C(=O)NC3CCCCCC3)CC2)n1 | 0.46 | 0.84 | .
O=C(C1CCN(C2CC(=O)N(c3cccc(Cl)c3)C2=O)CC1)N1CCCC1 (configuration not stated) | -1 | 0.17 | -7
COc1ccc(C(=O)N2CCCCC2)cc1S(=O)(=O)Nc1cccc(C(=O)O)c1 | 1.1 | 0.7 | 0
Cc1c(C(=O)O)oc2ccc(S(=O)(=O)NC3CCCCCCC3)cc12 | 1.5 | 0.83 | 56
COc1ccccc1CNC(=O)CCNC(=O)Cn1ccc2ccccc2c1=O | 0.92 | 0.11 | 34
CC(C)C(=O)N1N=C(c2ccc(NS(C)(=O)=O)cc2)CC1c1cccs1 (configuration not stated) | -0.17 | -0.2 | 12
NCc1cccc(-n2cccn2)c1 | 0.85 | 0.14 | 44
CCN(CC)C(=O)CC(c1ccc(F)cc1)c1ccc(OC)cc1 (configuration not stated) | -0.51 | -0.86 | .
O=C(COc1ccc(Br)cc1)N/N=C1\SCC(=O)N1c1ccc(F)cc1 | 0.32 | -0.69 | 93*
Cc1cccc(CCNC(=O)C2CCN(S(=O)(=O)c3cccc4nsnc34)CC2)c1 | -0.55 | -0.18 | 15
CCOC(=O)N1CCN(S(=O)(=O)c2ccc(F)cc2)CC1 | 0.51 | 0.73 | -3
O=C(Nc1cccc(-c2cn3ccccc3n2)c1)c1cc2ccccc2oc1=O | 1.4 | 4.2 | 30
COc1cccc(OCC(=O)Nc2ccccc2NC(C)=O)c1 | 0.37 | -0.11 | 44
C/C(=N\NC(=O)CN(c1ccccc1)S(=O)(=O)c1ccccc1[N+](=O)[O-])C(C)(C)C | 0.07 | -0.39 | 16
Cc1cccc(Nc2nc(N)nc(CSC(=S)N3CCOCC3)n2)c1 | -0.17 | -0.32 | .
COc1cc(/C=C/[N+](=O)[O-])ccc1OCc1cccc(C(=O)O)c1 | . | . | -8
Clc1ccc(CSc2ncn[nH]2)cc1 | -0.42 | -0.62 | .
CCOC(=O)Cc1csc(NC(=O)Nc2cccc(Cl)c2)n1 | -0.85 | -1.5 | -7
CCc1nc(N2CCC(C)CC2)c2oc3ccccc3c2n1 | -2.2 | -1.4 | 35
CC(CP(=O)(O)O)NC(=O)Cc1ccccc1 (configuration not stated) | 0.98 | 0.5 | 3
CCC(c1nnnn1C(C)C)N1CCN(C2CCCC2)CC1 (configuration not stated) | 0.09 | -0.38 | .
COC(=O)CSc1ncc(C#N)c(N)n1 | 0.37 | 0.04 | -12
c1ccc(-c2ccccc2OCCN2CCOCC2)cc1 | 1.2 | 0.92 | 46
CCOc1cnc(-c2ccc(OC)cc2)o1 | 0.71 | 0.33 | 31
S=c1sc2c(N3CCN(Cc4ccccc4)CC3)ncnc2n1-c1ccccc1 | -1.6 | -1.6 | 0
CCN(C1CCCCC1)S(=O)(=O)c1ccc(S(=O)(=O)N(CC(=O)Nc2ccccc2)C2CC2)cc1 | -0.06 | 0.56 | -150
CC(C)c1cc(Br)ccc1OCCCN1C(=O)NC(C)(C)C1=O | -0.88 | -0.4 | 22
COc1ccc(/C=N/Nc2nc(Nc3ccccc3)nc(N3CCCCC3)n2)c(OC)c1 | -0.47 | -0.53 | 23
COc1ccc(CC/C(C)=N\NC(N)=O)cc1 | 0.39 | -0.26 | 25
COc1ccc(C(=O)OCC(=O)NCCN2C(=O)CSC2=O)cc1 | . | . | 27
O=C(OCc1nnc(-c2ccc(Cl)cc2)o1)c1ccncc1 | 1.5 | 1.7 | -23
O=C(O)c1cc(S(=O)(=O)O)ccc1O | 1.1 | 1.4 | .
Cc1ccc(NC(=O)CCn2nc([N+](=O)[O-])cc2C)nc1 | 1.4 | 2 | 0
Nc1cc(F)ccc1N1CCCCCC1 | . | . | 50
Cc1ccccc1-c1ccc(Nc2ccc(N3CCOCC3)cc2)nn1 | -1.1 | -0.84 | .
Cn1c(=O)oc2cc(S(=O)(=O)NC3CCN(Cc4ccccc4)CC3)ccc21 | 0.89 | 1.4 | .
COc1cc(/C=C2\SC(c3ccc(C)cc3)=NC2=O)cc(OC)c1OC | 0.18 | 0.55 | .
O=S(=O)(c1ccc(Cl)nc1)N1CCCc2ccccc21 | -0.67 | -0.64 | .
Cc1ccc(N2CS(=O)(=O)/C(=C/N(C)C)C2=O)cc1 | 0.49 | 0.29 | 18
CCOc1cc(S(=O)(=O)n2nc(C)cc2C)ccc1F | 0.91 | 0.08 | ?
O=C(/C=N/O)NCCCN1CCOCC1 | 0.63 | 0.03 | .
N#CC1=C(N)OC(c2ccccc2)=C(C#N)C1c1ccc2c(c1)OCO2 (configuration not stated) | -2 | -0.92 | -55
COc1ccc(-n2c(-c3ccc(Br)cc3)c[n+]3c2CCC3)cc1 | . | . | 14
COc1ccc(N(C)S(=O)(=O)c2cccc3cccnc23)c(OC)c1 | -1.5 | -1.4 | 8
COc1ccc(N=CC2=C(O)CC(C)(C)CC2=O)cc1 | 0.03 | 0.4 | .
O=C(c1ccc(F)cc1)C1CCN(C(=O)NC2CCCCC2)CC1 | 0.43 | 0.11 | 57
CCOCCCNC(=S)N(Cc1ccco1)Cc1cc2cc3c(cc2[nH]c1=O)OCCO3 | . | . | 0
CCOC(=O)c1nnn(-c2nonc2N)c1-c1ccc(OC)cc1 | 1 | 1.9 | 50
Cn1c(Cc2cccs2)nnc1SC/C=C/c1ccccc1 | 0.19 | 0.07 | 4
O=C(CSC1CCCCC1)Nc1ccccc1Br | 0.09 | 0.57 | -31
O=C(COC(=O)C12CC3CC(CC(C3)C1)C2)NC12CC3CC(CC(C3)C1)C2 | -1.4 | -0.47 | 32

# Continued.
compound | SDO1 yeast rescue | SDO1 yeast rescue Rescue 24 h | INS promoter inh
Cc1cccc(Sc2c(C=O)c3ccccc3n2C)c1 | -2 | -1.3 | -4
O=C(Nc1ccccc1C(=O)O)/C(=C/c1ccc([N+](=O)[O-])cc1)NC(=O)c1ccc(Br)o1 | . | . | 17
COC(=O)COc1ccc(S(=O)(=O)NCCC2=CCCCC2)cc1Cl | -0.4 | -0.77 | -23
FC(F)(F)c1cnc(NNC(=S)Nc2ccccc2Cl)c(Cl)c1 | 0.23 | 0.56 | .
COc1ccc(NC(=S)NCCc2c[nH]c3ccccc23)cc1 | -2.2 | -1.5 | 47
CCC(=O)Nc1ccc(-c2csc(NNC(C)=O)n2)cc1 | 1.2 | 1 | .
Cc1ccc(N2CC(C(=O)Nc3cccc(F)c3)CC2=O)cc1 (configuration not stated) | 1.2 | 1.3 | .
O=C(Nc1ccccc1Oc1ccccc1)c1cc([N+](=O)[O-])ccc1Cl | -0.52 | -0.39 | .
CCOc1ccc(CCNc2nc3c(c(=O)n(C)c(=O)n3C)n2CC)cc1OCC | -0.07 | -0.8 | 27
O=[N+]([O-])c1ccc(-c2nnc(CNC3CCCC3)o2)cc1 | . | . | 18
COc1ccccc1NC(=S)NNC(=O)c1nn(C)cc1Cl | 0.75 | -0.16 | 13
Cc1cc(-c2sccc2C)nc(-n2cccc2)n1 | -1 | -1.1 | 7
O=C(O)Cn1cccc1C(=O)c1ccccc1 | 0.43[15.5 µM] | 0.53 | .
Cc1c(N=Cc2ccccn2)c(=O)n(-c2ccccc2)n1C | 0.21 | 0.31 | 0
CCOC(=O)c1c(C)c(-c2ccccc2)n(CC(=O)N2CCCC2)c1C | -1.1 | -0.27 | .
Cc1nnc2ccc(-c3ccc(NC(=O)c4cccnc4Cl)cc3)nn12 | . | . | -17
O=C(Cn1cnc2ccccc2c1=O)c1ccc2c(c1)OCCO2 | -1.2 | -0.73 | -22
CCNC(=O)Cc1ccc(NS(=O)(=O)c2ccc(F)cc2)cc1 | 0.09 | -1.1 | 8
Cc1sc2ncnc(Sc3ccccc3C(=O)O)c2c1C | . | . | -20
Cc1csc(-c2cnn(-c3ccccc3)c2NC(=O)c2cccc(C(F)(F)F)c2)n1 | -1.9 | -1.6 | .
O=C(O)C1C2C=CC(C2)C1C(=O)NCc1ccco1 (configuration not stated) | . | . | 37
C=CCCCCCCCCc1nc(=S)[nH][nH]1 | -2.3 | -1.7 | -31
CCOC(=O)CC(=O)Nc1ccccc1C(=O)O | 1.1 | 0.77 | -71
CCOc1cccc(/C(O)=C2/C(=O)C(=O)N(CCOC)C2c2ccncc2)c1 (configuration not stated) | 0.71 | 0.55 | .
O=C(Nc1ccc2c(c1)nc1n2CCN(Cc2ccccc2)C1)c1cccs1 | -2.6 | -1.8 | -31
CCOC(=O)c1cnc2ccc(OCC)cc2c1NCc1ccccc1OC | -1.2 | -1 | 16
CCc1nnc(NC(=O)C2Cc3ccccc3CN2S(=O)(=O)c2c(C)c(C)cc(C)c2C)s1 (configuration not stated) | -0.71 | 0.19 | -3
O=C(CSc1nccn1Cc1ccccc1)NCc1ccccc1 | 0.51 | 0.63 | -14
Cc1ccc(CNS(=O)(=O)c2ccc3c(c2)n(C)c(=O)c(=O)n3C)cc1 | . | . | -22
CCOC(=O)N1CCN(C(=O)C2CCN(S(=O)(=O)N3CCCC3)CC2)CC1 | 0.92 | 1 | 0
C=CCNCCOCCSc1ccc(Cl)cc1 | 0.6 | 0.2 | 8
CN(C)S(=O)(=O)n1cnc2ccccc21 | 0.57 | 0.44 | 22
O=C(NCc1cccs1)Nc1cccs1 | 0.39 | 0.22 | .
CCc1c(C)nc(N)nc1OCC(F)(F)C(F)F | -0.41 | -0.12 | -42
CS(=O)(=O)N1CC(C(=O)NC2CC2)Oc2ccc(Cl)cc21 (configuration not stated) | 1.2 | 0.74 | 63
CCc1ccc(C2=NN(C(=O)OC)C(O)(C(F)(F)F)C2)cc1 (configuration not stated) | 0.17 | -0.14 | -10
Cc1cc(=O)[nH]c(SCc2cn3ccccc3n2)n1 | . | . | 0
CS(=O)(=O)N1CCN(C(=O)c2ccc(Cl)s2)CC1 | . | . | 35
Cc1ccc(CN2CC(C(=O)Nc3ccc(S(=O)(=O)Nc4cc(C)nc(C)n4)cc3)CC2=O)cc1 (configuration not stated) | 0.01 | -0.67 | 54

# Only INS promoter inh, for some of the entries so far:
smiles	INS promoter inh
CS(=O)(=O)N1CCN(C(=O)c2ccc(Cl)s2)CC1	35
Cc1ccc(CN2CC(C(=O)Nc3ccc(S(=O)(=O)Nc4cc(C)nc(C)n4)cc3)CC2=O)cc1 (configuration not stated)	54

# Grouped by structure: those above containing a Cl atom
compound | SDO1 yeast rescue | SDO1 yeast rescue Rescue 24 h | INS promoter inh
COc1ccc(CCNC(=O)CC(NC(=O)c2ccccc2Cl)c2ccccc2)cc1 (configuration not stated) | 0.52 | 0.85 | -1
Cc1cc(F)c(F)c(C(=O)N2CCOCC2)c1Cl | 1.3 | 1 | -19
O=C(C1CCN(C2CC(=O)N(c3cccc(Cl)c3)C2=O)CC1)N1CCCC1 (configuration not stated) | -1 | 0.17 | -7
Clc1ccc(CSc2ncn[nH]2)cc1 | -0.42 | -0.62 | .
CCOC(=O)Cc1csc(NC(=O)Nc2cccc(Cl)c2)n1 | -0.85 | -1.5 | -7
O=C(OCc1nnc(-c2ccc(Cl)cc2)o1)c1ccncc1 | 1.5 | 1.7 | -23
O=S(=O)(c1ccc(Cl)nc1)N1CCCc2ccccc21 | -0.67 | -0.64 | .
COC(=O)COc1ccc(S(=O)(=O)NCCC2=CCCCC2)cc1Cl | -0.4 | -0.77 | -23
FC(F)(F)c1cnc(NNC(=S)Nc2ccccc2Cl)c(Cl)c1 | 0.23 | 0.56 | .
O=C(Nc1ccccc1Oc1ccccc1)c1cc([N+](=O)[O-])ccc1Cl | -0.52 | -0.39 | .
COc1ccccc1NC(=S)NNC(=O)c1nn(C)cc1Cl | 0.75 | -0.16 | 13
Cc1nnc2ccc(-c3ccc(NC(=O)c4cccnc4Cl)cc3)nn12 | . | . | -17
C=CCNCCOCCSc1ccc(Cl)cc1 | 0.6 | 0.2 | 8
CS(=O)(=O)N1CC(C(=O)NC2CC2)Oc2ccc(Cl)cc21 (configuration not stated) | 1.2 | 0.74 | 63
CS(=O)(=O)N1CCN(C(=O)c2ccc(Cl)s2)CC1 | . | . | 35
